CCT modulator = cytosolic chaperonin activity modulation. purified chaperonin ATPase assay, HTRF ADP detection, 30 min. activity change, % (no concentration beside the values), hits read low. hit rate 0.3% among 360,000. AID 651819; in the data active = activity change below about -30%; note: % is set by controls: 0 for no effect and ±100 for the full control effect
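Enzyme 40 or 20 nM (batch-dependent) in Tris pH 7.4/KCl/MgCl2/DTT; cpd 76 uM single point; ATP 10 uM; 30 min 37 °C; Transcreener ADP HTRF detection, 30 min RT; ratio 665/615.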
MmCpn inh = M. maripaludis TRiC chaperonin inhibition. hit rate 0.031% among 330,000. Potency, µM (highest dose often 76.9 µM), inactives show at the highest dose activity, negative = inhibition, most hits filed as inhibitors. purified Mm-Cpn ATPase, ADP Transcreener TR-FRET; note: potency is the fitted concentration of half-maximal effect; % is set by controls: 0 for no effect and ±100 for the full control effect; nearly all actives have a fitted effect of over 80% in size
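TR-FRET (320 nm excitation; 590 and 665 nm emission) reports ADP made from 10 uM ATP by 25 nM enzyme; compounds were preincubated 10 min, reaction run 30 min, both at 37°C.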
WRN inhibitor = inhibitors of human WRN helicase | Q14191 | WRN helicase unwinding, fluorescent forked duplex, kinetic | Potency, µM (highest dose often 114 µM), without a hit: top-dose activity change, negative = inhibition, actives largely listed as inhibitors | hit rate 0.46% among 360,000 | AID 651768; note: potency is the fitted concentration of half-maximal effect; % is set by controls: 0 for no effect and ±100 for the full control effect; nearly all actives have a fitted effect of over 55% in size
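Kinetic fluorescence helicase assay: unwinding of a quenched forked DNA duplex (100 nM final) with 2 mM ATP final raises red fluorescence (525/598 nm). Compounds sat 15 min at room temperature with 20 nM WRN beforehand.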
EPAC1 ag = activates human EPAC1 exchange factor. EPAC1 agonist qHTS, biochemical assay; response scale: 100% = response to 6.5 mM cAMP. Potency, µM (series often up to 154 µM), for inactives: top-dose activation, usual class: activators. hit rate 0.073% among 360,000. AID 720707; note: potency is the fitted concentration of half-maximal effect; nearly all actives have a fitted effect of over 60% in size
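Read-out is the fluorescence drop as BODIPY-GDP leaves Rap1B (480 nm excitation, 540 nm emission), recorded every 5 minutes over 30 minutes. Reactions held 100 nM EPAC1, 250 nM Rap1B–BODIPY-GDP and 50 uM GDP, with 6.5 mM cAMP setting full activation.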
PLK1 PBD block = inhibitors of human PLK1 polo-box domain binding; P53350; Plk1 PBD binding of FITC phosphopeptide, fluorescence polarization; Potency, µM, for the others: max response, negative = inhibition, most hits filed as inhibitors; hit rate 2.8% among 360,000; note: potency is the fitted concentration of half-maximal effect; series mostly up to about 57 µM; % is set by controls: 0 for no effect and ±100 for the full control effect; nearly all actives have a fitted effect of over 65% in size
Target sequence (P53350 whole entry, looked up, the tested form may be a part): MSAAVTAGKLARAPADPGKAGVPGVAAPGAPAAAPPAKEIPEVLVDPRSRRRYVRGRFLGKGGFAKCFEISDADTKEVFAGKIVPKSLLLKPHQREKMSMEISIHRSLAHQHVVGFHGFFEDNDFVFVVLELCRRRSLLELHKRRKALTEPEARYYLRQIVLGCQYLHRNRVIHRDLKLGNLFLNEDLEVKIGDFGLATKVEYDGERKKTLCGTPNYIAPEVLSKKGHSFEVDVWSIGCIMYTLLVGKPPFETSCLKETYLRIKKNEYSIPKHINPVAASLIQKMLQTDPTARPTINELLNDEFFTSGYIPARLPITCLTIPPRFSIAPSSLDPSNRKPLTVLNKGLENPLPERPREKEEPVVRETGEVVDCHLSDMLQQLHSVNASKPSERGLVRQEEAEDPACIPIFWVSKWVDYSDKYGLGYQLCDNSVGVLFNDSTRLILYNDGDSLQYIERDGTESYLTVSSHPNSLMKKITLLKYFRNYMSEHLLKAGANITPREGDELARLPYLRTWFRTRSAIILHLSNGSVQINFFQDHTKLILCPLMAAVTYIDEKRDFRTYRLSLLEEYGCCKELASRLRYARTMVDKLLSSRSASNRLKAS
EPAC2 antagonist = antagonists of human EPAC2; Q8WZA2; EPAC2 GEF exchange of Rap1B-BODIPY-GDP, fluorescence; Potency, µM (series often up to 114 µM), for the others: at the top dose activity, negative = inhibition, most hits filed as inhibitors; hit rate 0.18% among 360,000; AID 720708; note: potency is the fitted concentration of half-maximal effect; % is set by controls: 0 for no effect and ±100 for the full control effect; nearly all actives have a fitted effect of over 45% in size; many of its hits are not listed in these tables
EPAC1 antag = EPAC1 (human) antagonism; O95398; EPAC1 GEF assay, Rap1b-BODIPY-GDP exchange fluorescence; Potency, µM (series often up to 115 µM), for inactives: at the top dose activity change, negative = inhibition, most hits filed as inhibitors; hit rate 0.14% among 360,000; AID 720709;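 note: potency is the fitted concentration of half-maximal effect; plate controls were vehicle for no effect and positive control for full effect; nearly all actives have a fitted effect of over 50% in size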
PI5P4K alpha inh = PI5P4K alpha (human) kinase inhibition; PI5P4Kalpha enzyme, ADP-Glo luminescence, 60 min; hits give low values; hit rate 1.2% among 330,000; AID 652105; P48426; max response, %; active = max response of -50% or lower; inconclusive = between -30% and -50%; inactive = -30% or higher; note: value at the top dose of about 77 µM; % is set by controls: 0 for no effect and ±100 for the full control effect
Target sequence (P48426 whole entry, looked up): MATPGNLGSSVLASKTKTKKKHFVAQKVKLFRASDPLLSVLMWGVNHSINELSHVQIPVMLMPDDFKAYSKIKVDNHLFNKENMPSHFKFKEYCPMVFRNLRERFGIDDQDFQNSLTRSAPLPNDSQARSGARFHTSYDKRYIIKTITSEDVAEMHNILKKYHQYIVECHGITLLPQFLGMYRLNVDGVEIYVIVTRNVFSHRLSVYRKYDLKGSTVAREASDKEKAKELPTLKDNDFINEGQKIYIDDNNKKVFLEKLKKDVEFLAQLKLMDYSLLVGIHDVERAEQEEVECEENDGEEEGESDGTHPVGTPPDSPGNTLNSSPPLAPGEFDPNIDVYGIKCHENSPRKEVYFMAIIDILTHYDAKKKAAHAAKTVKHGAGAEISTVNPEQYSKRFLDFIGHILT
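qHTS, 1536-well: enzyme/substrate mix, compound by pin tool, 5 microM ATP final; RT 60 min; ADP-Glo reagents 1 (45 min) then 2 (30 min); luminescence.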
An asterisk follows results filed as active; ? = inconclusive; . = no result given; [ ] = remark or other dose. Unless noted, calls come from the whole dose curve; as a rule, active = well fitted curve in the direction sought with a large enough effect; inconclusive = small, poorly fitted or top-dose-only effect, or another doubt; inactive = no such curve, though single readings can be large; an effect the other way counts as inactive or inconclusive.

SMILES	CCT modulator	MmCpn inh	WRN inhibitor	EPAC1 ag	PLK1 PBD block	EPAC2 antagonist	EPAC1 antag	PI5P4K alpha inh
CC1CCN(C(=S)NC(=O)c2ccc(F)cc2)CC1	-1.1	-1%	-1%	-5%	-4%	-5%	-6%	7
Cc1ccc(C)c(NC(=O)CN(C)C(=O)c2cccc(S(=O)(=O)N(C)C)c2)c1	-1.5	4%	-15%	-5%	-10%	5%	-10%	2
CSc1ncnc2c1ncn2CCCNC1CCN(Cc2ccccc2)CC1	-0.5	.	-5%	3%	2%	9%	-24%	2
Cn1c(=O)c2c(nc(-c3ccccc3)n2C)n(Cc2ccccc2)c1=O	-4.1	-3%	0%	-2%	1%	10%	6%	-3
COc1ccc(OC)c(NC(=O)C2CCN(C(=O)C3CC(=O)N(c4ccc(C)cc4)C3)CC2)c1 (stereo not given)	1.4	?	4%	-6%	-3%	9%	8%	5
Cc1ccc(C(=O)COC(=O)C2CC3CCCC(C2)C3=O)cc1[N+](=O)[O-] (stereo not given)	1.1	-1%	-2%	-5%	-3%	-14%	-10%	-5
CCc1noc(C)c1C(=O)NNC(=O)COc1cc(C)ccc1C	-1.1	-1%	-3%	2%	6%	12%	-4%	5
O=C(Nc1nc2cc3c(cc2s1)OCCO3)c1cccs1	-0.5	0%	2%	-5%	-18%	7%	17%	-22
O=c1[nH]c2ccccc2cc1CN(Cc1ccco1)S(=O)(=O)c1ccccc1	-1.7	0%	-4%	5%	-17%	-13%	-8%	-12
CC(C)C[C@@H](CN1CCC[C@@H]1CN1C(=S)NC[C@@H]1Cc1ccccc1)N1C[C@H](Cc2ccc(O)cc2)N(CC2CCCCC2)C1=S	0.4	.	-12%	-1%	1%	9%	-3%	19
C#Cc1ccc([C@H]2C=C(C(=O)Nc3ccccc3)O[C@@H](OCc3ccc(CO)cc3)C2)cc1	-3.8	-6%	-4%	12%	-1%	25%	-7%	3
O=[N+]([O-])c1c(NCCCO)cc(Sc2nc3ccccc3s2)c2nonc12	-1.3	1%	19µM*	9%	0.95µM*	-8%	-15%	.
COc1ccc(-c2[nH]ncc2CNC(C)c2ccccc2Cl)cc1F (stereo not given)	2.2	2%	-17%	3%	-11%	-1%	-2%	-1
O=c1ccc(-c2ccc(S(=O)(=O)N3CCN(c4ccccc4)CC3)o2)n[nH]1	-3.2	-18%	8%	6%	-14%	10%	9%	1
Nc1nnc(CC(=O)N/N=C/c2ccccc2OCc2ccccc2F)s1	-3.7	3%	0%	-3%	-5%	-2%	-15%	-3
Cc1ccc(C)c(NC(=O)CN2C(=O)CNC2=O)c1	1.0	3%	-3%	-2%	-1%	9%	-4%	-4
O=C(c1[nH]c(C(F)(F)F)nc1-c1ccccc1)N1CCN(C(=O)C2CCCO2)CC1 (stereo not given)	-4.4	.	1%	2%	3%	5%	4%	2
CN(c1ccccc1)S(=O)(=O)c1cccc(NC(=O)c2cc3ccccc3oc2=O)c1	-1.2	-1%	-1%	10%	-1%	1%	1%	-10
Fc1ccc(CNC(=S)Nc2cccc(C(F)(F)F)c2)cc1	0.8	0%	-10%	7%	-16%	-21%	-21%	21
Cc1ccc(C(=O)Nc2ccc(NC(=O)c3cccs3)cc2)cc1[N+](=O)[O-]	0.5	1%	10%	1%	5%	11%	0%	-1
CCOC(=O)C1CCCN(CC(=O)Nc2ccc(C(=O)Nc3ccccc3OC)cc2)C1 (stereo not given)	-2.0	1%	4%	2%	-20%	-12%	?	4
Cc1ccc(Sc2cc(C(=O)NCCN(C)C)c3ccccc3n2)cc1	-1.9	-1%	-2%	-10%	-1%	5%	16%	2
CCOC(=O)C1CN(S(C)(=O)=O)c2cc(CC(=O)OC)ccc2O1 (stereo not given)	-0.7	-5%	3%[57.1 µM]	11%	-10%	6%	0%	5
O=C(O)COc1ccc(/C=N/NC(=O)c2ccc(-c3csc(Nc4ccc(Cl)cc4)n3)cc2)cc1	0.4	1%	13µM*	12%	?	?	7.9µM*	-69*
CCC(C(=O)OC(C)C(=O)Nc1ccc(Cl)cn1)c1ccccc1 (stereo not given)	-0.5	0%	-4%	4%	-6%	-26%	3%	-1
C[C@H](O)[C@@H]1C(=O)N2CCc3ccc(N4CCOCC4)cc3[C@@H]2C[C@@H]1N(C)S(=O)(=O)c1ccccc1	-1.3	.	2%	-9%	-10%	1%	1%	-5
CC(=O)N1CC(=O)N(CC(=O)Nc2ccc(Br)cc2)C1=S	-0.5	-1%	5%	1%	-15%	-5%	-22%	5
Cc1nn(-c2ccccc2)c(/N=C/c2ccc(O)cc2)c1-c1ccccc1	-3.6	-1%	3%	13%	-10%	-2%	-12%	-4
COc1ccc(C2c3ccc4ccccc4c3Oc3ncn4nc(Cc5ccccc5)nc4c32)cc1OC (stereo not given)	1.0	-5%	3%	2%	1%	6%	17%	0
O=c1[nH]c(=S)[nH]cc1Oc1ccc(Cl)cc1	0.0	.	5%	-4%	-15%	21%	9%	-2

5 records drawn at random from those above, as already listed:
SMILES	CCT modulator	MmCpn inh	WRN inhibitor	EPAC1 ag	PLK1 PBD block	EPAC2 antagonist	EPAC1 antag	PI5P4K alpha inh
O=c1[nH]c(=S)[nH]cc1Oc1ccc(Cl)cc1	0.0	.	5%	-4%	-15%	21%	9%	-2
C[C@H](O)[C@@H]1C(=O)N2CCc3ccc(N4CCOCC4)cc3[C@@H]2C[C@@H]1N(C)S(=O)(=O)c1ccccc1	-1.3	.	2%	-9%	-10%	1%	1%	-5
O=C(O)COc1ccc(/C=N/NC(=O)c2ccc(-c3csc(Nc4ccc(Cl)cc4)n3)cc2)cc1	0.4	1%	13µM*	12%	?	?	7.9µM*	-69*
COc1ccc(C2c3ccc4ccccc4c3Oc3ncn4nc(Cc5ccccc5)nc4c32)cc1OC (stereo not given)	1.0	-5%	3%	2%	1%	6%	17%	0
Cc1nn(-c2ccccc2)c(/N=C/c2ccc(O)cc2)c1-c1ccccc1	-3.6	-1%	3%	13%	-10%	-2%	-12%	-4

Later entries
SMILES	CCT modulator	MmCpn inh	WRN inhibitor	EPAC1 ag	PLK1 PBD block	EPAC2 antagonist	EPAC1 antag	PI5P4K alpha inh
S=C(NCCC(c1ccccc1)c1ccccc1)Nc1cccc(Cl)c1	-1.2	-1%	-12%	15%	-5%	0%	-19%	12
CCOC(=O)c1cnc2c(C)c(C)ccc2c1NCCN1CCOCC1	-0.4	1%	-26%	3%	-2%	12%	0%	4
Cc1cc(C)cc(OCC(O)Cn2nc(C)cc2C)c1 (stereo not given)	-6.2	-2%	2%	-2%	-4%	-12%	-1%	12
CN(C)C(CNC(=O)c1cc(Br)c(Br)s1)c1ccco1 (stereo not given)	0.0	.	-4%	2%	-6%	5%	-9%	1
Cc1ccc(C(=O)N2CCC3(CC2)NCCc2[nH]cnc23)cc1C	1.1	0%	-10%[57.1 µM]	8%	-5%	5%	3%	-1
COc1ccc(C(CNC(=O)c2cccc(S(=O)(=O)N3CCOCC3)c2)N2CCOCC2)cc1 (stereo not given)	0.1	1%	0%	-3%	0%	11%	9%	1
Cc1cc2c(c(SCC#N)n1)C(=O)OC2	-2.7	0%	-7%	5%	-17%	6%	3%	-2
O=C(NC1CCNCC1)C1CCCCC1	-0.6	3%	0%	7%	-2%	2%	-1%	0
CC/C(=N\O)c1c(O)c2c(n(-c3ccccc3)c1=O)CCCC2	-0.2	0%	9%	5%	-1%	12%	4%	-8
CC(C)c1ccc(Nc2nnc(SC3CCOC3=O)s2)cc1 (stereo not given)	-1.2	-3%	-3%	-1%	3%	4%	0%	-8
CCOC(=O)c1c(NC(=O)CSc2nnc(CNc3ccc(C)cc3C)o2)sc(C)c1C	3.1	-1%	-19%	-4%	-15%	-3%	6%	22
CCOc1ccccc1NC(C)C(=O)Nc1cc(C(F)(F)F)ccc1N1CCOCC1 (stereo not given)	-2.8	0%	-5%	0%	-8%	-23%	-18%	1
O=[N+]([O-])C(=C1Nc2ccccc2N1)/C(Cl)=C(/Cl)Br	0.3	-2%	0%	-12%	30µM*	5%[57.1 µM]	-14%	?
CCOC(=O)c1cnc2c(C)cccc2c1Nc1cccc(C(=O)O)c1	1.6	1%	1%	8%	-8%	23%	-26%	-2
COc1ccc2[nH]c(=O)c(CN(Cc3cccnc3)C(=S)NCC3CCCO3)cc2c1 (stereo not given)	0.1	4%	2%	5%	-5%	0%	17%	-3
CC(C)C[C@@H](CNCC(=O)[C@H](Cc1c[nH]c2ccccc12)NC(=O)c1[nH]cnc1C(=O)N[C@H](CN)CC(C)C)NC(=O)c1nc[nH]c1C(=O)N[C@@H](CC(=O)O)C(=O)O	-0.9	.	-11%	-7%	-8%	2%	-14%	?
Cc1cc(=O)[nH]c(SCC(=O)NC2CCCCCCC2)n1	0.8	-1%	5%	11%	3%	8%	5%	-10
O=C(O)/C=C\C(=O)Nc1cccc(NC(=O)c2ccccc2)c1	-0.2	0%	-1%	11%	-2%	5%	-27%	-6
COc1cc(CNc2ncn[nH]2)ccc1OCc1ccccc1C	1.6	0%	-1%[57.1 µM]	-4%	11%	4%	-24%	-8
C/C(=N/NC(=O)c1ccc(C)s1)c1cccnc1	-4.7	-10%	6%	-5%	-17%	-5%	-20%	5

One compound at a time (already shown). Screens in order: CCT modulator	MmCpn inh	WRN inhibitor	EPAC1 ag	PLK1 PBD block	EPAC2 antagonist	EPAC1 antag	PI5P4K alpha inh
O=C(O)/C=C\C(=O)Nc1cccc(NC(=O)c2ccccc2)c1 is entered as -0.2	0%	-1%	11%	-2%	5%	-27%	-6
CC(C)C[C@@H](CN1CCC[C@@H]1CN1C(=S)NC[C@@H]1Cc1ccccc1)N1C[C@H](Cc2ccc(O)cc2)N(CC2CCCCC2)C1=S is entered as 0.4	.	-12%	-1%	1%	9%	-3%	19

The listing picks up; the 3 compounds before the break are reprinted first.
SMILES	CCT modulator	MmCpn inh	WRN inhibitor	EPAC1 ag	PLK1 PBD block	EPAC2 antagonist	EPAC1 antag	PI5P4K alpha inh
O=C(O)/C=C\C(=O)Nc1cccc(NC(=O)c2ccccc2)c1	-0.2	0%	-1%	11%	-2%	5%	-27%	-6
COc1cc(CNc2ncn[nH]2)ccc1OCc1ccccc1C	1.6	0%	-1%[57.1 µM]	-4%	11%	4%	-24%	-8
C/C(=N/NC(=O)c1ccc(C)s1)c1cccnc1	-4.7	-10%	6%	-5%	-17%	-5%	-20%	5
COc1cccc(NC(=O)C2(C)CCN2CCc2ccccc2)c1 (stereo not given)	-3.9	.	-6%	-13%	0%	-25%	-12%	6
CCn1c(SCC(N)=O)nc2sc3c(c2c1=O)CCN(C)C3	-0.4	2%	12%	-8%	-4%	10%	14%	-5
CCCCN1C(=O)N(C)C2NC(=S)NC21 (stereo not given)	1.2	-1%	3%	2%	1%	3%	1%	-7
CCOc1ccc(N(CC(=O)NC2CCCCC2)C(=O)CCCC(=O)Nc2ccccn2)cc1	-1.5	0%	-18%	-12%	-11%	-11%	?	6

High-throughput results as filed in PubChem.

A portion of the library. The share of hits here may be higher or lower than overall.
